# Mtb UGM inh = M. tuberculosis UGM enzyme inhibitors, primary screen, biochemical, fluorescence polarization, single point. purified UGM, fluorescence polarization probe displacement. 0.06% of 320,000 active. inhibition, % at 10 µM; in the data active means inhibition above about 10%, passing the limit was not always enough
# Target sequence (P9WIQ1 whole entry, looked up): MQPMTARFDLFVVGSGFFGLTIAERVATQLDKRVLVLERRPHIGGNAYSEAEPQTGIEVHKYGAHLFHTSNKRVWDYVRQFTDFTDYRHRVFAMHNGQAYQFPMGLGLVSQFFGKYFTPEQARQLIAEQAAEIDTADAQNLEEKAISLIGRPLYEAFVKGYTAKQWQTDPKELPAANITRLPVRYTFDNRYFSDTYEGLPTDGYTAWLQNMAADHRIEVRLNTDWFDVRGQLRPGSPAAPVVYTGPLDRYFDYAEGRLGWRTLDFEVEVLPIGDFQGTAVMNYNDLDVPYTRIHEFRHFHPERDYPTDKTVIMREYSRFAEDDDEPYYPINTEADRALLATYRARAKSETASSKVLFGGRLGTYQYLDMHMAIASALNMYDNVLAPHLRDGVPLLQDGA
# Rv3671c inh = Rv3671c serine protease inhibitors, primary screen, biochemical, fluorescence polarization, M. tuberculosis H37Rv | P9WHR9 | AID 2606, 2010 | 0.048% of 320,000 active | inhibition, % at 5.96 µM; in the data active means inhibition above about 38%;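 further: extracellular domain of Rv3671c used as enzyme; 0% = enzyme with DMSO and 100% = no enzyme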
# Mtb BioA inh = M. tuberculosis BioA enzyme inhibitors, primary screen, biochemical, plate reader, single point, HTS. 7,8-diaminopelargonic acid synthase BioA (Mycobacterium tuberculosis). purified M. tuberculosis BioA enzyme. inhibition, % at 9.99 µM. 0.096% of 360,000 active. AID 602481, 2012; in the data active means inhibition above about 40%
# GDH-TPI counter = GDH-TPI coupling enzyme inhibitors, primary screen, artefact control for M. tuberculosis FBA inhibitor project, biochemical, absorbance, full deck | inhibition, % at 4.8 µM | AID 588335, 2011 | 1.2% of 360,000 active | GDH-TPI coupled enzyme counterscreen, NADH absorbance; in the data active means inhibition above about 30%;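 further: 0% = DMSO wells and 100% = wells lacking the enzyme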
# VHR inh abs = VHR1 phosphatase inhibitors, primary screen, biochemical, absorbance, uHTS | recombinant VHR phosphatase, pNPP absorbance | inhibition, % at 13.3 µM | 0.52% of 290,000 active | AID 1654, 2009; in the data active means inhibition above about 50%; further: some compounds called inactive have numbers as strong as hits
# Target sequence (P51452 whole entry, looked up): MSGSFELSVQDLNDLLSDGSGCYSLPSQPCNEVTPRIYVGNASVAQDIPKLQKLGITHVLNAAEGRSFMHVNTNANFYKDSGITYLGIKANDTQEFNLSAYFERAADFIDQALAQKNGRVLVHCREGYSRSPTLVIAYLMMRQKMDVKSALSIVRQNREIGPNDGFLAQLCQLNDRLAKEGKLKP
# Mtb FBA inh = Mtb FBA enzyme inhibitors, primary screen, biochemical, fluorescence, strain H37Rv; inhibition, % at 1 µM; 2.3% of 360,000 active; AID 588726, 2011; Fructose-bisphosphate aldolase (Mycobacterium tuberculosis (strain ATCC 25618 / H37Rv)), …; purified M. tuberculosis FBA, fluorescence read-out; in the data active means inhibition above about 27%;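 further: 0% = vehicle and 100% = reference inhibitor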
# Target sequence (P9WQA3 whole entry, looked up): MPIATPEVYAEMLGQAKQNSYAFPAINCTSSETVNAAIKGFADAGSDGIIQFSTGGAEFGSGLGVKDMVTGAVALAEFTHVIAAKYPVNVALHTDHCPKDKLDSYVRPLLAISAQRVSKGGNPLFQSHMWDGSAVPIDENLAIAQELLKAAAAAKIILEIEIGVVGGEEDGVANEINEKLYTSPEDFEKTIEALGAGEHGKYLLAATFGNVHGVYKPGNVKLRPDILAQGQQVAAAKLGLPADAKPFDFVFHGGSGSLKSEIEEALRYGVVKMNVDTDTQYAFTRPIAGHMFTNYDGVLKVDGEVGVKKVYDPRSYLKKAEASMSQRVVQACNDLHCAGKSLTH
# PriA SSB inh = inhibitors of Klebsiella pneumoniae PriA binding to SSB C-terminal tail, primary screen, biochemical, AlphaScreen. AID 1272365, 2023. AlphaScreen SSBct-PriA binding, biotinylated peptide. 0.6% of 430,000 active. PriA–SSB C-terminal tail interaction (Klebsiella pneumoniae). inhibition, % at 33 µM; in the data active means inhibition mostly above about 37%, no sharp cut-off; inactive means mostly below about 20%;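 further: plate controls were negative control peptide for no effect and reference peptide for full effect; strong numbers were not always called active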
# Vc quorum ag = inducers of Vibrio cholerae quorum light production without autoinducers, primary screen, BH1578 luxS cqsA deficient, single point; V. cholerae BH1578 lux reporter, luminescence, 6 h; activation, % at 18.7 µM; 0.16% of 350,000 active; AID 588436, 2011; in the data active means activation mostly above about 9.7%, no sharp cut-off; further: not every result past the cut was called active; inactives centre near 0; reference of the scale not given here
# MazF activator = activators of E. coli MazEF toxin-antitoxin RNase, primary screen, biochemical, fluorescence, uHTS; Endoribonuclease toxin MazF (Escherichia coli (strain K12)), P0AE70; FAM/BHQ RNA-DNA oligo cleavage fluorescence, 5 h; activation, % at 20 µM; 0.32% of 350,000 active; AID 504720, 2011; in the data active means activation above about 50%
# Target sequence (P0AE70 whole entry, looked up): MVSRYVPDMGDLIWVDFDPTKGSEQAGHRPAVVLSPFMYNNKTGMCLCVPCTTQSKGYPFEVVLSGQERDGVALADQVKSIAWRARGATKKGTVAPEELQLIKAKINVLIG
# SARS 3CLpro inh = SARS-CoV 3CLpro protease inhibitors, primary screen, biochemical, quenched FRET; Replicase polyprotein 1ab (Severe acute respiratory syndrome coronavirus), P0C6X7; recombinant SARS-CoV 3CLpro, quenched FRET peptide cleavage; inhibition, % at 6 µM; 0.14% of 290,000 active; in the data active means inhibition above about 12%
# * marks the source's active call; other numbers are inactive results; i = inactive; / = no result given.
# Order of values: Mtb UGM inh, Rv3671c inh, Mtb BioA inh, GDH-TPI counter, VHR inh abs, Mtb FBA inh, PriA SSB inh, Vc quorum ag, MazF activator, SARS 3CLpro inh
COCCNC(=O)C(c1cccs1)N(C(=O)Cn1nnc2ccccc21)c1cccc(C(C)=O)c1 (centres undefined)
  -0.7, -3, 0.8, 4, 20, 1, -17, /, 2, 4
COc1cc(CC(=O)Nc2ccc(S(=O)(=O)Nc3ncccn3)cc2)cc(OC)c1OC
  1.0, -1, -0.9, -2, 35, 2, -18, -1.5, -4, -2
Nc1ccc2c(c1)Cc1cc(Cl)c(Cl)cc1-2
  /, /, -4.3, 6, /, 3, 2, 3.3, -6, /
COc1ccccc1C(=O)NCCC(=O)N1CCN(S(=O)(=O)c2ccc(Cl)cc2)CC1
  -1.3, -2, -1.5, -5, /, 5, -1, -0.6, 7, /
CC(C)(C)n1nnnc1C(c1cccs1)N(Cc1cccnc1)Cc1ccco1 (centres undefined)
  0.7, -3, -1.0, -1, -1, -1, 17, 3.2, 2, 0
NC(=O)Nc1ccc(C(=O)OCC(=O)Nc2cccc(S(=O)(=O)NC3=NCCCCC3)c2)cc1
  2.6, 0, 0.3, 3, 9, 6, -3, -0.4, 3, 4
COc1ccc(C(=O)NNS(=O)(=O)c2ccc(OC)cc2)cc1
  0.4, 1, 2.9, -8, 58*, 1, -12, -0.3, 4, 3
Cc1ccc(Cl)cc1N1CCN(C(=O)CN2C(=O)c3cccc4cccc2c34)CC1
  2.0, 6, -2.4, 10, 6, 2, -5, 1.9, -8, -3
CCOC(=O)C1=C(COC(=O)[C@H](C)NS(=O)(=O)c2ccc(NC(C)=O)cc2)NC(=O)NC1C (some centres undefined)
  -1.6, -4, 3.4, 6, /, -2, 1, 0.9, -6, /
O=C(COC(=O)CCC(=O)c1cccs1)Nc1cccc(S(=O)(=O)N2CCOCC2)c1
  0.9, -7, -2.2, -7, 8, -2, -12, i, -4, -3
CCOc1ccc(C2=CSC3=NCCN23)cc1
  0.5, 0, -1.5, 3, -5, 1, 7, i, 7, 1
O=C1Nc2ccccc2N=C(c2ccccc2)C1Br (centres undefined)
  1.2, 4, /, 1, 16, 1, 1, -0.5, -10, -3
Cc1cc(N2CCN(S(=O)(=O)c3ccc(Cl)cc3)CC2)c2ccccc2n1
  1.3, 0, -3.0, 14, 42, -1, -1, i, -4, -4
Cc1cc(-c2ccc(C)c(S(=O)(=O)N3CCN(C(=O)c4ccco4)CC3)c2)on1
  2.7, 0, 14, -7, -7, -1, -2, -0.7, 8, 5
COc1cc(C(C)=O)ccc1OCC(=O)OCC(=O)c1cc(C)n(CC2CCCO2)c1C (centres undefined)
  -0.7, -12, 11, 0, /, 3, 11, 1.8, 12, /
CS(=O)(=O)NNP(=O)(NNS(C)(=O)=O)NC(=O)c1ccc(Br)cc1
  1.3, -2, -3.6, 11, 31, 4, -4, -2.3, 8, -2
CCc1nc(SCC(=O)NCc2ccccc2)c2c(=O)n(C)c(=O)n(C)c2n1
  -2.9, 5, -1.6, 5, -15, -1, -8, -0.3, 6, 1
COc1ccc(-c2c3c(nc4sc(C(=O)Nc5ccccc5)c(N)c24)CCC3)cc1
  -2.2, -3, -0.7, 13, /, 9, -4, -6.2, -10, 4
CC(=O)c1cnc2scnn2c1=O
  -0.1, -3, /, 4, 4, 1, -22, -0.4, 5, 6
CCOC(=O)C1CCCN(C(=O)c2cc(F)cc(F)c2)CC1 (centres undefined)
  /, /, 0.4, 4, /, 1, /, -1.2, /, /
COc1ccc(-c2[nH]ncc2[C@@H]2C[C@H]3CN(Cc4ccccc4C)C(=O)[C@]34CCCN24)cc1
  0.6, -2, /, -1, 4, 0, 5, -0.2, -2, -2
CC(CNc1ccc(Cl)cc1)(CNc1ccc(Cl)cc1)[N+](=O)[O-]
  /, /, -0.1, 1, /, -2, 6, i, -9, /
CC1(C)CC(CCNS(=O)(=O)c2ccccc2)(c2ccccc2)CCO1 (centres undefined)
  0.9, -11, /, 5, -14, 4, -20, -0.3, 1, -3
COc1cc(OC)cc(N(C(=O)c2ccco2)C(C(=O)NC2CCCC2)c2ccc(N(C)C)cc2)c1 (centres undefined)
  0.7, 2, 2.9, -12, 24, 0, 16, i, 5, 2
O=C(C[n+]1ccccc1)N1CCCc2ccccc21
  -0.9, 1, /, -3, 3, -2, -11, -0.3, 2, -3
S=C(Nc1ccc(Cl)c(Cl)c1)NC1CCN(Cc2ccccc2)CC1
  3.9, -15, -0.9, -6, -8, -1, 15, i, 34, 5
O=C(NC1CCCCCC1)C1CCC(=O)N(Cc2ccccc2F)C1 (centres undefined)
  1.3, -1, -1.7, 16, 24, 7, 0, i, -6, -1
COc1ccc(-c2csc(C(NC(C)=O)c3ccccc3)n2)cn1 (centres undefined)
  /, /, 0.4, 4, /, -2, /, -0.6, /, /
COC(=O)c1ccsc1NC(=O)C1=COCCO1
  3.4, -1, 1.1, 14, 21, -2, -12, -0.3, -1, -2
O=C(CCl)N1CCN(S(=O)(=O)c2ccc3c(c2)OCCCO3)CC1
  -2.0, 3, 1.0, 6, /, 0, -5, -1.6, -6, /

# Next part; the last 3 above are carried over.
# Order of values: Mtb UGM inh, Rv3671c inh, Mtb BioA inh, GDH-TPI counter, VHR inh abs, Mtb FBA inh, PriA SSB inh, Vc quorum ag, MazF activator, SARS 3CLpro inh
COc1ccc(-c2csc(C(NC(C)=O)c3ccccc3)n2)cn1 (centres undefined)
  /, /, 0.4, 4, /, -2, /, -0.6, /, /
COC(=O)c1ccsc1NC(=O)C1=COCCO1
  3.4, -1, 1.1, 14, 21, -2, -12, -0.3, -1, -2
O=C(CCl)N1CCN(S(=O)(=O)c2ccc3c(c2)OCCCO3)CC1
  -2.0, 3, 1.0, 6, /, 0, -5, -1.6, -6, /
CC(C)NC(=O)c1cnc(N2CCN(c3ccccn3)CC2)c2ccccc12
  -0.2, 3, -0.4, 21, -2, 2, 11, i, -2, 2
CCOC(=O)c1csc(-n2nc(C)cc2C(F)(F)F)n1
  -3.1, 2, /, 8, 9, 2, -14, -0.2, 0, 3
Cc1ccc(CCN2CC(C(=O)NCCN(C)C)CC2=O)cc1 (centres undefined)
  1.6, 6, -2.0, 7, 14, 2, 3, -6.2, 3, -4
Cc1ccc(S(=O)(=O)N(CC(=O)NCC2CCCO2)Cc2ccc(F)cc2)cc1 (centres undefined)
  -4.0, 3, -0.5, -7, 8, 0, -7, -0.5, 0, 3
C=C1C(=O)O[C@@H]2[C@H]1[C@@H](OC(=O)/C(C)=C/C)C/C(C)=C\C(=O)/C=C(\C)[C@@H]2O
  2.3, -1, -1.6, 0, 11, 1, /, 0.5, -2, /
CCOc1ccc(S(=O)(=O)N2CCCC(C(=O)Nc3ccccc3)C2)cc1 (centres undefined)
  -0.8, 8, -0.8, 0, 8, 0, -7, i, 3, 2
Cc1ccc(CN2CCC[C@]3(N[C@H](c4ccccc4)[C@@H]4C(=O)N(Cc5ccccc5)C(=O)[C@@H]43)C2=O)cc1
  /, /, -1.6, -3, /, -4, /, i, 8, /
COc1cccc(C(=O)OCC(=O)N2CCc3ccccc32)c1OC
  /, /, -1.4, -3, /, 0, -5, 0.6, 5, /
CN(CC(=O)Nc1ccc(F)c(F)c1F)C(=O)c1ccc2c(c1)NC(=O)CS2
  0.2, -2, /, 9, /, 3, -13, i, 7, /
O=C(NCCOc1ccccc1)c1cccc2c1C(=O)c1ccc(Cl)cc1S2(=O)=O
  0.8, 6, 0.2, -3, /, -1, -14, 0.7, 8, /
CC(=O)Nc1ccc(S(=O)(=O)NC2(C(F)(F)F)N=C(c3ccccc3)NC2=O)cc1 (centres undefined)
  -1.2, -3, -1.0, 6, 0, 0, -10, -3.8, 3, -4
CCN(C(=O)COc1ccc(C(C)=O)cc1)c1cccc2ccccc12
  -0.8, 0, -1.1, 13, /, 7, -6, i, -11, /
CCCCOc1ccc(-c2nc(SCC(N)=O)n[nH]2)cc1
  0.4, 1, 0.1, -6, -4, 0, -21, 3.0, 3, 6
CCC(=O)N1CCc2cc(S(=O)(=O)N3CCN(c4cc(Cl)ccc4C)CC3)ccc21
  -5.7, 10, -1.8, -4, 10, 0, -3, -0.4, -10, -2
CCSC(=O)N(CC)CC(=O)Nc1c(CC)cccc1CC
  2.7, -14, -0.9, -1, 17, 2, -10, -0.5, -8, 3
COC(=O)[C@H](Cc1ccccc1)NC(=O)Nc1ccc(S(N)(=O)=O)cc1
  3.3, 1, -0.5, -2, 24, 0, 15, /, 7, 3
Cc1nnc(SCC(=O)Nc2ccccc2N2CCOCC2)s1
  -0.3, 5, 0.8, -1, 0, 0, -13, -0.2, -1, -6
Cc1[nH]c2ccccc2c1/C=N/NC(=S)NCc1ccccc1
  0.9, -1, /, 9, 21, -3, /, -0.4, 0, 5
Cc1nn(-c2ccccc2)c(Cl)c1/C=N/NC(=O)c1ccc(CNc2ccccc2)o1
  2.9, -40, /, 0, 8, -4, /, i, -5, 9
Cc1ccc(/C=C/C(=O)N2CCN(S(=O)(=O)c3cccs3)CC2)o1
  1.4, -4, /, 28, 5, 5, 5, i, 8, -3
COc1ccc2[nH]c(=O)c(-c3nnn(-c4ccc(Cl)nc4)n3)cc2c1
  -0.8, 1, 1.1, 6, /, 7, -19, i, 1, /
COC(=O)[C@H](Cc1ccccc1)[C@@H](C)OS(N)(=O)=O
  -0.9, -6, 0.1, -3, 5, -3, 1, 0.2, 2, -1
COc1ccc(C2CC(=O)Oc3c2c(=O)n(C)c2ccccc32)c(OC)c1OC (centres undefined)
  -2.0, 4, /, 3, 0, 37*, -15, -0.3, -2, 10
Cc1nc2ccc(NC(=O)C3=NN(C)C(=O)CC3)cc2s1
  5.3, 7, -0.7, 10, /, -2, -7, -2.9, 5, /
CCOC(=O)CNC(=O)c1ccc(OCC(F)(F)F)cc1
  0.9, -6, -0.8, 5, 13, 1, -3, i, 5, -2
CC(=O)Nc1ccc(C(=O)COC(=O)CCS(=O)(=O)c2ccccc2)cc1
  -0.8, 1, -0.3, 2, /, 1, 2, -0.7, -2, /
CC(=O)OC(COc1ccccc1)Cn1cnc2cc(C)c(C)cc21 (centres undefined)
  -3.3, 3, /, -2, 34, -1, -3, -0.3, -34, 0
CC1CC(C)(C)OC(C[N+]2(C)CCCCC2)O1 (centres undefined)
  1.9, 0, /, 20, 5, -1, -2, 0.9, 5, 1
CCOc1ccc(OCC)c(NC(=O)CN2CCN(c3cccc(C)c3)C(C)C2)c1 (centres undefined)
  -3.5, 0, -0.1, 4, -11, 5, -4, i, 4, -2
COC(=O)c1ccc(CC(=O)c2ccc(O)cc2O)o1
  1.5, -3, -0.8, 33*, 26, -3, -6, i, 10, -4
CCC(C(=O)O/N=C(\N)c1ccc(C)cc1)c1ccccc1 (centres undefined)
  -1.7, 1, 1.5, 14, -7, 2, i, -1.3, -5, 2
O=C(CN1C(=O)NC(c2ccccc2)(c2ccccc2)C1=O)N1CCN(c2ccccc2F)CC1
  -1.5, -4, 3.3, 0, /, -2, 15, -1.3, -4, /
CCc1c(C)nc2c(-c3ccccc3)c(C)nn2c1Nc1ccc(NC(C)=O)cc1
  -3.6, 13, 8.3, 4, 24, 3, -26, -0.6, 3, 1
COc1ccc(C(=O)OC(C)C(=O)NC2CCCC2)cc1S(=O)(=O)N1CCOCC1 (centres undefined)
  1.4, -4, -0.3, 3, /, 3, -8, -0.3, 2, /

# Compound activity as filed in PubChem.

# The list is partial; the hit share may differ from the screen's.
